# Bioassay records (PubChem)
# STK33 inh – inhibitors of human STK33 kinase; Q9BYT3; purified STK33, MBP phosphorylation, ADP-Glo luminescence; inhibition, % at 10 µM; hit rate 0.073% among 320,000; AID 2661;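 active means inhibition at or above 25%, using the most active replicate where run in duplicate; inactive means inhibition below 25%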
# Target sequence (Q9BYT3 whole entry, looked up): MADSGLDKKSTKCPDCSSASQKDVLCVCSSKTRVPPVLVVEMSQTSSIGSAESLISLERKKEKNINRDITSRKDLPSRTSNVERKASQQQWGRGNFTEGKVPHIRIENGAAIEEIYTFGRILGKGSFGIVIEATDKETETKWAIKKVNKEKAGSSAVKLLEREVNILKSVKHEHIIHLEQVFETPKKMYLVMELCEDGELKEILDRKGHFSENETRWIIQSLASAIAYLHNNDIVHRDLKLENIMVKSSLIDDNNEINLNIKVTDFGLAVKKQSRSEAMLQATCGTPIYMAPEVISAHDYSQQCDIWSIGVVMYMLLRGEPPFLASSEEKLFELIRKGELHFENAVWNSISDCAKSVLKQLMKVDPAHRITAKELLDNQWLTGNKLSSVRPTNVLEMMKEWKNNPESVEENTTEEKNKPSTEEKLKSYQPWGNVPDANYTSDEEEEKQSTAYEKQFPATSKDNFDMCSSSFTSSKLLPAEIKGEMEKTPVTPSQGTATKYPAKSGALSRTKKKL
# KCNQ2 block – KCNQ2 potassium channel inhibitors, primary screen, cell-based, CHO-K1, FluxOR thallium flux, B-score (AID 2156); 20 min; active compounds read low; hit rate 1.1% among 310,000; O88943; B-score at 10 µM;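 active means fluorescence ratio B-score at most minus 3 library SDs, with starting brightness B-score within 2 library SDs, cut at about -5.5 in these data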
# OX1R FRET antag – blocks the human orexin 1 receptor; OX1R-expressing cells, FRET antagonist read-out; O43613; hit rate 1.8% among 330,000; inhibition, % at 6.6 µM; in the data active means inhibition mostly above about 38%, no sharp cut-off; inactive means mostly below about 40%;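 further: 0% = agonist challenge alone and 100% = reference antagonist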
# Target sequence (O43613 whole entry, looked up): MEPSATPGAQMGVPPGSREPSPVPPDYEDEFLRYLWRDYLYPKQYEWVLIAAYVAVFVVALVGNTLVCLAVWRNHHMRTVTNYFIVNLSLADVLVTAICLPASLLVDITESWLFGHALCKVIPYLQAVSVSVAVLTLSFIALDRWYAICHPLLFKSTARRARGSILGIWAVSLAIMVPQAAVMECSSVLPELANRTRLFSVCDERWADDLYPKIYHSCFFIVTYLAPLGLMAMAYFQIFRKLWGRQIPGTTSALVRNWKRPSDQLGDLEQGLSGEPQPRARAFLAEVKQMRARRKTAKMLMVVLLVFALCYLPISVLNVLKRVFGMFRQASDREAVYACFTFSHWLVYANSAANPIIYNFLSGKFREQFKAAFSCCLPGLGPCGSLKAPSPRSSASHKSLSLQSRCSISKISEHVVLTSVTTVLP
# * hit, by the source's call; i = inactive; x = not tested or not shown. Not a hit list; 2.7% or so of the library scored in one or more.
SMILES,STK33 inh,KCNQ2 block,OX1R FRET antag
Cn1c(=O)c2nc(Cl)c(-c3ccccc3)nc2n(C)c1=O,-0.9,i,87*
O=C1CN(C(=O)CNC(=O)c2ccc(Cl)cc2Cl)CCN1,-0.9,i,18
Cc1occc1C(=O)Nc1cc(C(C)(C)C)on1,1.4,i,-1
Nc1nc2nccc(-c3ccccn3)n2n1,0.3,i,9
O=C(CCS(=O)(=O)c1cccc2nsnc12)NC1CCCCC1,5.1,i,43
O=C(Nc1ncccc1O)c1ccc(OCC2CCCO2)cc1 (stereo not drawn),5.1,i,17
CCCOc1ccc(-c2nnn(CC(=O)OCC)n2)cc1,-1.0,i,14
CCOC(=O)n1c(=O)oc2ccccc21,-0.8,i,14
COc1nc(-c2ccccc2)cc(C(F)(F)F)n1,-0.1,i,-1
Cc1c(C(=O)NCCCN2CCOCC2)oc2ccc(S(=O)(=O)N3CCOCC3)cc12,0.0,i,-5
CCCCC(C(=O)NC(C)c1ccccc1)C(=O)NC(C)c1ccccc1 (stereo not drawn),-1.7,i,57*
COc1ccc(-n2c(C)cc(C(=O)NC3CCCCC3)c2C)cc1,-0.7,i,15
O=C(Nc1ccc(S(=O)(=O)N2CCc3ccccc32)cc1)c1ccc2c(c1)OCO2,-1.3,i,20
CCOC(=O)NC(=O)COC(=O)CNC(=O)c1cccc(OC)c1,-1.0,i,6
CCN(c1ccccc1)S(=O)(=O)c1ccc(OC)c(NC(=O)C2CCC2)c1,-2.1,x,2
c1ccc2nc(-c3ccc4c(c3)OCO4)ccc2c1,1.0,i,24
Cc1c(Cl)cccc1-n1c(SCC(=O)N2CCC(C(=O)O)CC2)nnc1-c1ccncc1,-0.6,i,7
Cn1c(-c2ccc3c(c2)OCO3)cnc1NCc1ccc(Cl)cc1,0.1,i,5
CCCC(=O)Nc1ccc(S(=O)(=O)Nc2cc(C)nc(C)n2)cc1,-0.4,i,9
CSCCC(=O)N1CCCC(CNC(=O)c2ccccc2Cl)C1 (stereo not drawn),-0.5,i,9
CC(=C\c1ccco1)/C=C1/SC(=S)N(CC(=O)O)C1=O,1.2,i,22
CC(=O)NCCNC(=O)c1ccc(CSc2ccc(Cl)cc2)cc1,-1.2,i,12
Cc1cc(C(=O)CN2C(=O)NC(C)(c3cc(F)ccc3F)C2=O)c(C)n1C1CC1 (stereo not drawn),-0.2,x,4
CS(=O)(=O)NC1c2cccc3cccc(c23)C1Sc1nncn1/N=C/c1ccco1 (stereo not drawn),0.3,i,34

# Another view of 5 compounds above:
Structure | STK33 inh | KCNQ2 block | OX1R FRET antag
O=C(Nc1ccc(S(=O)(=O)N2CCc3ccccc32)cc1)c1ccc2c(c1)OCO2 | -1.3 | i | 20
CCOC(=O)NC(=O)COC(=O)CNC(=O)c1cccc(OC)c1 | -1.0 | i | 6
CCN(c1ccccc1)S(=O)(=O)c1ccc(OC)c(NC(=O)C2CCC2)c1 | -2.1 | x | 2
c1ccc2nc(-c3ccc4c(c3)OCO4)ccc2c1 | 1.0 | i | 24
Cc1c(Cl)cccc1-n1c(SCC(=O)N2CCC(C(=O)O)CC2)nnc1-c1ccncc1 | -0.6 | i | 7

# Later entries:
SMILES,STK33 inh,KCNQ2 block,OX1R FRET antag
Cc1ccc(NC(=O)CS(=O)CC(=O)NC2CCN(Cc3ccccc3)CC2)c(C)c1 (stereo not drawn),-0.9,i,23
Cc1nn(Cc2c(Cl)cccc2Cl)c(C)c1NC(=O)c1cnn2c(C(F)F)cc(-c3ccccc3)nc12,1.3,i,-3
Cc1cc(C)c2c(c1)NC(C(=O)O)C1CC=CC21 (stereo not drawn),-1.1,i,8
CCOC(=O)c1ccc(NC(=O)c2cccc(S(=O)(=O)N3CCN(C(C)=O)CC3)c2)cc1,0.0,i,10
Cc1cccc(CSc2nnc(-c3cnccn3)n2C)c1,-0.4,i,5
O=C(COC(=O)c1ccc2ncsc2c1)Nc1cccc(Cl)c1,1.2,x,-1
COc1ccc(CCNC(=O)C(=O)NCC2OCCN2S(=O)(=O)c2ccc(C)cc2)cc1 (stereo not drawn),-0.9,i,-3
Cc1cccc(N2C(S)=C(C#N)C(=O)NC23CCCCC3)c1,0.2,i,9
Cc1ccsc1/C=N/NC(=O)c1nnn(-c2nonc2N)c1CN(C)c1ccccc1,0.2,i,50*
CC(C)(C)c1ccc(/C=N/NC(=O)CN2CCS(=O)(=O)CC2)cc1,-1.4,i,5
CNC(=O)c1c(NC(=O)CCS(=O)(=O)c2ccccc2)sc(C)c1C,1.3,i,5
CSCCC(NS(=O)(=O)c1ccccc1F)C(=O)NCC(C)(C)N1CCOCC1 (stereo not drawn),-1.4,x,0
COc1cc(/C=C2\NC(=S)N(C)C2=O)ccc1O,0.4,i,20
O=C(NCc1ccco1)c1ccc2c(c1)N(Cc1ccc(Cl)cc1)CCS2,-0.8,i,17
N=c1oc2c3c4c(cc2cc1C(=O)Nc1ccccc1)CCCN4CCC3,-2.7,i,95*
COc1ccccc1N(C)S(=O)(=O)c1ccc(C(=O)Nc2ccncc2)cc1,-1.1,i,35
CC1(C)Cc2c(c(-c3ccccc3Cl)[nH]c(=O)c2C#N)CO1,1.1,i,19
Cc1cc(F)ccc1NS(=O)(=O)c1c(C(=O)N2CCOCC2)c(C)n(C)c1C,-0.4,i,4
CCNc1nc(NCC)n2c(SCC(=O)Nc3cc(OC)ccc3OC)nnc2n1,x,i,13
COc1ccc(CCN2C(=O)C(Oc3ccccc3)C2c2ccc3c(c2)OCO3)cc1 (stereo not drawn),-1.2,i,15
CCN1C(=O)/C(=C/C=C2/CCCN2C)OC1=S,-0.6,i,13
COc1ccc2oc(-c3ccccc3)c(C(N)=O)c2c1,-1.9,i,11
C=CCc1cccc(/C=N/NC(=O)C(C)Nc2ccc(C)cc2)c1O (stereo not drawn),-1.1,i,7
COc1ccc(N2CCN(C(=O)COC(=O)COc3cc(C)cc(C)c3)CC2)cc1,0.9,i,20

# Record cards (already shown). Screens in order: STK33 inh, KCNQ2 block, OX1R FRET antag
# O=C(NCc1ccco1)c1ccc2c(c1)N(Cc1ccc(Cl)cc1)CCS2 across the screens: -0.8, i, 17
# CCN(c1ccccc1)S(=O)(=O)c1ccc(OC)c(NC(=O)C2CCC2)c1 across the screens: -2.1, x, 2
# COc1ccc(N2CCN(C(=O)COC(=O)COc3cc(C)cc(C)c3)CC2)cc1 across the screens: 0.9, i, 20
# Cc1cccc(N2C(S)=C(C#N)C(=O)NC23CCCCC3)c1 across the screens: 0.2, i, 9

# (continued)
SMILES,STK33 inh,KCNQ2 block,OX1R FRET antag
CC(C)N(C(=O)Cn1cc(S(=O)(=O)CC(=O)NCc2ccccc2)c2ccccc21)C(C)C,-3.7,i,28
O=C(NCCCN1CCOCC1)C(=O)N/N=C/c1ccc(F)cc1,0.3,i,15
CC1(C)N=C(c2cccs2)C(C)(C)N1O,0.1,i,1
Cc1ccc(S(=O)(=O)N(CC(=O)N2CCOCC2)c2ccccc2F)cc1,-1.6,i,21
Cc1cccc(NS(=O)(=O)c2ccc(C)c(C(=O)NCc3ccncc3)c2)c1,x,i,22
CCCOC(=O)c1ccc(NC(=O)c2ccoc2C)cc1,-0.1,i,31
CCOc1cc(C)cc2oc(=O)cc(-c3ccccc3)c12,-0.6,i,3
O=C(c1ccco1)N1CCN(C/C=C/c2ccccc2)CC1,-0.8,i,13
O=C(CCC1CCCN(C(=O)c2ccoc2)C1)NCc1ccc(F)c(F)c1 (stereo not drawn),-1.8,i,18
COc1cccc(-n2nnc3c(=O)n(Cc4cccc(C)c4)cnc32)c1,-0.9,i,13
c1ccc(C2NCCc3ccccc32)cc1 (stereo not drawn),-1.0,i,0
O=C(COC(=O)/C=C/c1ccccc1[N+](=O)[O-])NCc1ccco1,-0.2,x,11
O=C(c1ccc(-n2c(SCc3cccc(F)c3)nc3ccccc3c2=O)cc1)N1CCOCC1,-0.3,i,16
COc1ccc(N2CC(C(=O)OCC(=O)NCc3ccccc3)CC2=O)cc1 (stereo not drawn),0.1,i,7
Cn1nnnc1SCCNCc1cccnc1,-0.9,i,4
COc1ccc(CC(=O)NNC(=O)c2ccc(NC(C)=O)cc2)cc1,0.6,i,15
Cc1cc(C)n2nc(SCc3cccc(S(=O)(=O)N(C)C)c3)nc2n1,-1.5,i,14
O=C1CCC(C(=O)OCC(=O)N2N=C3/C(=C/c4ccccc4)CCCC3C2c2ccccc2)N1 (stereo not drawn),-1.1,i,-1
COc1ccc(CCNc2cc(=O)[nH]c(N)n2)cc1,0.4,i,86*
CN(C)c1cccc2c1C(=O)c1ccccc1C2=O,1.9,i,46*
Cc1ccc(S(=O)(=O)N2CCCOC2CNC(=O)C(=O)NCCC2=CCCCC2)cc1 (stereo not drawn),-0.9,i,30
COc1ccccc1CCN=C(N)NS(=O)(=O)c1ccccc1,0.1,i,11
O=C(c1ccc2c(Cl)c3c(nc2c1)CCCC3)N1CCN(c2ccc(F)cc2)CC1,-0.5,i,0
O=C(Cc1cccc(NC(=O)C2CCN(C(=O)C3CCCCC3)CC2)c1)Nc1cccc(C(=O)N2CCCC2)c1,0.3,x,2
CSc1ccc(CN(C)CCc2ccccn2)cc1,1.1,i,11
C=CCNC(=O)c1ccccc1NC(=O)Nc1ccccc1,1.4,i,10
Cc1nc(Cl)sc1C(=O)NC(C)c1ccc(Cl)cc1 (stereo not drawn),-1.8,i,6
CCC(C)(C)n1nnnc1C(c1cccnc1)N1CCC(Cc2ccccc2)CC1 (stereo not drawn),-1.6,i,5
COc1ccc(Br)cc1-c1noc(-c2ccccc2)n1,-0.4,i,-13
CCOC(=O)c1ccc2c(c1)[n+](CC)c(C)n2-c1ccccc1,-2.3,i,20
CC(CN1CCC(n2nccc2NC(=O)CCCc2ccccc2)CC1)c1ccccc1 (stereo not drawn),-1.1,i,x
CCN(CC)C(=O)c1ccc(C)c(Br)c1,0.7,i,18
O=C(Nc1ccc2oc(=O)ccc2c1)c1ccc(-c2ccccc2[N+](=O)[O-])o1,0.0,i,17
CC1CN(S(=O)(=O)c2cccc(C(=O)OC(C)C(=O)NC3CCCCC3C)c2)CC(C)O1 (stereo not drawn),-1.4,i,11
Cc1ccc(-n2nc(C(=O)O)cc2-c2ccccc2Cl)cc1,-1.1,i,16
Cc1ccc(CNC(=O)/C=C/c2cccs2)cc1,1.4,i,6
O=C(NCc1ccc2c(c1)OCO2)C1CCN(S(=O)(=O)N2CCCCC2)CC1,-0.5,i,2
Cc1cccc(N2C(=O)c3ccc(Br)cc3C2=O)n1,-1.2,i,2
CCCCOC(=O)Nc1cc(Cl)ccc1C,-0.1,i,24
O=C(COC(=O)CCC(=O)c1cccs1)Nc1ccc(S(=O)(=O)N2CCOCC2)cc1,-0.9,i,7
COc1cc(C(C)=O)ccc1OCC(=O)Nc1ccc(C)c(S(=O)(=O)N2CCCCCC2)c1,-0.2,x,29
Cc1cc(=O)oc2cc(OCC(=O)NC3CC(C)(C)NC(C)(C)C3)ccc12,-1.5,i,18
Cc1ccc(NS(=O)(=O)c2c(C)noc2C)cc1,-1.2,i,6
COc1ccc(NC(=O)CN(C)CC(=O)c2[nH]c(C)c(C(C)=O)c2C)cc1,0.7,x,6
COc1cccc2c(=O)c3c([nH]c12)OC(C)(C)C3,-0.1,i,24
CSCC[C@H](NC(=O)c1ccc(OCC2CCCO2)cc1)c1nc2ccccc2[nH]1 (stereo partly drawn),-1.6,x,6
CN(Cc1ccccc1)C(=O)c1[nH]cnc1C(=O)N[C@@H](Cc1ccccc1)C(=O)OC(C)(C)C,0.4,i,77*
CCCOc1ccc(C(NC(=O)CC(C)C)NC(=O)CC(C)C)cc1OC,-1.4,i,10
Cc1ccc(SC(C)C(=O)NC2CC2)cc1 (stereo not drawn),-1.8,i,7
CCCSC1=C(C#N)C(c2cccs2)CC(=O)N1 (stereo not drawn),-1.2,i,7
Cc1ccc(-c2csc(N=C(N)N)n2)c(C)c1,-0.1,i,6
CCCNC(=O)CSc1nc2ccccc2c(=O)n1CCC,0.3,i,6
O=C(C1CC1)N1CCc2cc(Br)cc(S(=O)(=O)NCCN3CCOCC3)c21,-2.0,i,8
CN(C)S(=O)(=O)c1cccc(NC(=O)COC(=O)CCOc2ccccc2)c1,-1.0,i,8
O=C(Nc1ccc(NC(=O)C2CC2)cc1)c1ccco1,-1.2,i,5
CC(=O)/C=C1/SC(CC(=O)O)C(=O)N1c1ccccc1 (stereo not drawn),-0.5,i,3
CCOc1ccccc1NC(=O)CCS(=O)(=O)c1ccc2c(c1)CCN2C(C)=O,0.1,i,7
Clc1ccc(-c2nc(C3CCCCC3)no2)cc1,0.0,i,13
COc1ccccc1NC(=O)NNC(=O)c1ccc2ccccc2c1,-0.6,i,x
CCCCN(C(=O)COC(=O)c1ccc(C)s1)c1c(N)n(CCC)c(=O)[nH]c1=O,-1.0,x,6

# Looked up by compound from the entries so far:
SMILES,STK33 inh,KCNQ2 block,OX1R FRET antag
O=C(Nc1ccc(NC(=O)C2CC2)cc1)c1ccco1,-1.2,i,5
Cc1ccc(SC(C)C(=O)NC2CC2)cc1 (stereo not drawn),-1.8,i,7
O=C(C1CC1)N1CCc2cc(Br)cc(S(=O)(=O)NCCN3CCOCC3)c21,-2.0,i,8
Cc1ccc(-c2csc(N=C(N)N)n2)c(C)c1,-0.1,i,6
CCCCN(C(=O)COC(=O)c1ccc(C)s1)c1c(N)n(CCC)c(=O)[nH]c1=O,-1.0,x,6

# (cont.)
SMILES,STK33 inh,KCNQ2 block,OX1R FRET antag
CCCCc1ccc(NC(=O)c2ccc(NS(C)(=O)=O)cc2)cc1,-0.8,i,26
CC1CCN(C(=O)c2cccc(S(=O)(=O)N3CCCCC3)c2)CC1,0.1,i,17
Cc1nn(C)c(C)c1N1C(=O)c2cccc3c(Br)ccc(c23)C1=O,-1.7,x,62
CC1(C)CC(O)C(CCC(O)c2ccccc2)C(C)(C)N1 (stereo not drawn),-1.1,i,8
